From PubChem
LANA DNA inh: blocks KSHV LANA C-terminal domain binding to DNA; AID 504423; actives 0.078% (n = 340,000); MBP-C-LANA/FAM-LBS DNA binding, fluorescence polarization; inhibition, % at 9 µM;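 active = highest replicate inhibition at or above 60% at 9 µM, even if other replicates fall short; inactive = all replicates below 60% inhibition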;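 also: 0% = neutral control wells and 100% = 4 µM acridine orange control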
cardiac RTF act: increases calcium sensitivity of human cardiac regulated thin filaments. P19429+P45379. IANBD-labeled TnC RTF fluorescence at EC20 calcium; 0% EC20 calcium, 100% full calcium. activation, % at 7.2 µM. actives 0.24% (n = 340,000). AID 493008;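 active = activation above the mean over all tested compounds plus 3 SD, cut at about 30% in these data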;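 also: rise in fluorescence read as greater calcium sensitivity of cardiac thin filaments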
Wnt act: activates Wnt/beta-catenin signaling in a reporter cell assay | AID 743398 | actives 1.2% (n = 300,000) | activation, % at 9.35 µM | activator, plate reader; in the data active = activation above about 30%, passing the limit was not always enough;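 also: 0% = neutral control wells and 100% = positive control wells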
V-ATPase pH: regulators of yeast V-ATPase proton transport; S. cerevisiae, pHLuorin cytosolic pH fluorescence; response, % at 10 µM; AID 504577; actives 0.37% (n = 350,000); in the data active = response mostly above about 7.3%, no sharp cut-off; inactive = mostly below about 5.4%; also: actives read high; inactives centre near 0; some compounds called inactive have numbers as strong as hits; reference of the scale not given here
MOR-DOR ag: OPRM1-OPRD1 heterodimerization agonism; activation, % at 9.3 µM; AID 504326; actives 0.3% (n = 340,000); cells, luminescence; P35372+P41143; in the data active = activation above about 18%;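 also: 0% = vehicle-treated cells and 100% = reference agonist; values of inactives mirror those of a sister screen read the other way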
MOR-DOR inv ag: inverse agonist of human OPRM1-OPRD1 heterodimerization; AID 504357; actives 0.21% (n = 340,000); inhibition, % at 9.3 µM; cell-based MOR-DOR heterodimer luminescence, inverse agonism; P35372+P41143; in the data active = inhibition above about 22%, passing the limit was not always enough;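 also: 0% = cells with DMSO and 100% = wells without cells with DMSO; values of inactives mirror those of a sister screen read the other way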
Keap1-Nrf2 PPI: Keap1-Nrf2 (human) interaction inhibition | Keap1 Kelch-Nrf2 peptide fluorescence polarization, 1536-well | inhibition, % at 9.4 µM | actives 0.15% (n = 340,000); in the data active = inhibition above about 12%;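 also: human Keap1 Kelch domain with fluorescein labeled Nrf2 9mer peptide probe; 0% = neutral control wells and 100% = peptide positive control; higher means more block of Keap1 binding to Nrf2 peptide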
Target sequence (Q14145 whole entry, looked up, the tested form may be a part): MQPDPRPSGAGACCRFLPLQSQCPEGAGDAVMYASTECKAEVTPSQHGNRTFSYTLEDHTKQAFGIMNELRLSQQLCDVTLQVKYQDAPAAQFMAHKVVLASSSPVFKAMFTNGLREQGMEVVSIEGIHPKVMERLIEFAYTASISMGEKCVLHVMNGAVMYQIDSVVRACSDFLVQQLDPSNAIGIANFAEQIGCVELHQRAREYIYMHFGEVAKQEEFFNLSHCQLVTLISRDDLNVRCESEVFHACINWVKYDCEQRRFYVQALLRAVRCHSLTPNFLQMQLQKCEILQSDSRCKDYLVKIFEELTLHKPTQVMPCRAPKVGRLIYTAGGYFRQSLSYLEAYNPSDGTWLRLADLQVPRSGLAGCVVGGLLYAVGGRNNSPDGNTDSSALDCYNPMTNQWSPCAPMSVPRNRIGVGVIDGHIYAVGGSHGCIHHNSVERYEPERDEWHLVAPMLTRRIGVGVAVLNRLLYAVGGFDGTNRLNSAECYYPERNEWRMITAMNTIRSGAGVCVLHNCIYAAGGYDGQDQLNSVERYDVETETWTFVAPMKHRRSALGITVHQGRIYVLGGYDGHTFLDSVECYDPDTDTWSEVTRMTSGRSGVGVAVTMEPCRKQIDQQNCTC
DSG3 Ab inh: blocks pemphigus antibody binding to human desmoglein-3; DSG3-coupled beads, scFv-anti-DSG3-GFP binding, flow cytometry; hits give low values; binding (percent of control), % at 10 µM; P32926; actives 0.48% (n = 310,000);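 active = binding more than 3 SD below its plate's average and above zero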;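 also: hits lower antibody fragment binding to DSG3; some compounds called inactive have numbers as strong as hits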
Arr AP2 block: human beta-arrestin and AP2 interaction inhibition; actives 0.31% (n = 340,000); FITC-arrestin peptide / GST-AP2 beads, flow cytometry; AP2 beta2 appendage carries R879A mutation; inhibition, % at 10 µM; AID 504490;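 active = inhibition above a set limit, near 3 SD of compounds lacking own fluorescence, cut at about 54% in these data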;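 also: plate controls were DMSO wells for no effect and 5 µM unlabelled arrestin peptide for full effect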
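Material – AP2 appendage R879A on GSH beads · Buffer or medium – PBS with 0.05% Tween 20 and 0.1% BSA · Probe or stimulus – fluorescein-tagged arrestin peptide at 50 nM final · Incubation – compound with beads 12 min RT, then probe 1 h RT · Detection – high-throughput flow cytometry of beads, ex 488, em 535 nm · Evaluation – percent response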
Cardiac RTF inh: cardiac RTF calcium desensitization | P19429+P45379 | IANBD-labeled cardiac RTF, Ca2+ fluorescence | inhibition, % at 7.15 µM | actives 0.12% (n = 340,000) | AID 493244;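 active = inhibition above the mean inhibition of all tested compounds plus 3 SD, cut at about 17% in these data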;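 also: assay run at fixed EC70 calcium of 1.6 mM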
The depositor's hits bear a star; . = not tested or not shown; & = joins results of further samples.

SMILES	LANA DNA inh	cardiac RTF act	Wnt act	V-ATPase pH	MOR-DOR ag	MOR-DOR inv ag	Keap1-Nrf2 PPI	DSG3 Ab inh	Arr AP2 block	Cardiac RTF inh
CN1CCC2CC1c1cc(-c3ccc(C(F)(F)F)cc3)ccc12 (centres undefined)	-0.7	-4	-5	1	0.4	-2	1	107	2	0
CC1=C(Sc2nc3ccccc3[nH]2)C(=O)NC(C)(C)C1	1.2	-2	4	5	-1.5	9	-5	106	-2	-10
CCOc1ccc(C(=O)NC(=S)Nc2ccccc2OC)cc1[N+](=O)[O-]	2.2	1	-3	-1	-2.5	12	-3	.	4	-2
CCOC(=O)N1CCc2c(sc3c2c(=O)n(Cc2ccccc2)c(=O)n3Cc2cccc(C)c2)C1	0.7	-3	-6	-2	-0.5	3	-4	100	11	-9
COC(=O)c1cnc(N)s1	-1.8	4	-7	0	-2.7	13	-4	92	-10	0
COCCNC(=O)CSc1cc(-c2ccccc2)c2ccc(OC)cc2n1	0.5	10	-1	0	-3.6	16	-2	.	19	-8
CC1(C)OC(=O)C(=Cc2ccc(-c3ccc(Cl)c(C(=O)O)c3)o2)C(=O)O1	6.5	1	.	-2	-0.9	6	1	83	-2	-23
CN1CCN(C(=O)c2cnn(-c3ccccc3)c2NC(=O)c2ccc(Br)cc2)CC1	.	-3	4	-4	-0.2	1	-1	110	11	-1
O=C(c1cnc2n(c1=O)CCS2)N(c1ccccc1)C1CCCCC1	-0.7	6	.	-3	0.4	-2	0	89	23	-4
Cc1ccc(NC(=O)/C(C#N)=C/c2ccccc2C(F)(F)F)cc1	0.9	-7	2	1	4.1	-30	2	103	-2	12
Cc1ccc(C)c(CNC(=O)Nc2ccccc2)c1	0.5	3	3	1	0.7	-5	2	117	9	-24
CCOC(=O)Nc1ccc(S(=O)(=O)NCCCN2CCOCC2)cc1	0.3	-3	-12	-5	-2.1	11	-4	84	-8	0
Cc1nc2c(C(=O)NCCC(C)C)c[nH]n2c(=O)c1Cl	0.5	-5	6	-1	0.3	-2	-1	101	7	5
C=CCn1c(OCc2ccccc2)n[nH]c1=S	0.8	1	1	-1	-4.6	21	-2	97	29	2
O=C(O)/C=C/C(=O)Nc1ccc(OC(F)(F)F)cc1	-0.8	-1	4	0	-0.5	3	-3	101	2	2
COc1nc2c(c(-c3cc(Br)cs3)c1C#N)Cc1ccccc1-2	0.8	-2	2	-2	-2.0	10	-1	103	15	-3
CCOC(=O)c1sc(NC(=O)CN2C(=O)c3cccc4cccc(c34)C2=O)nc1C	0.1	-7	.	0	-1.3	7	-3	80	-4	-5
CC(=O)NC(Cc1ccccc1)C(=O)NC1CCN(C(=O)c2cnccn2)CC1 (centres undefined)	-1.5	2	.	-1	-2.4	13	0	.	39	-5
O=C1OCCC1=Cc1ccccc1	-0.7	-4	-2	-1	0.3	-2	-2	91	-14	-5
CCN1C(=C(C#N)C#N)C=Cc2ccccc21	1.8	-5	-3	-1	-2.3	12	2	98	-32	0
Fc1ccccc1/C=N/N1CCN(Cc2ccccc2Cl)CC1	1.8	-6	0	0	2.9	-14	-9	98	10	1
CC(C)(C)SCCNC(=O)/C=C/c1ccc([N+](=O)[O-])cc1	0.0	4	1	-3	0.6	-3	-4	102	8	-1
COc1ccc(CSc2nnc(SCc3ccc([N+](=O)[O-])cc3)s2)cc1	1.0	-9	-5	0	1.1	-6	0	92	37	-3
COC(=O)c1ccc(COc2ccccc2/C=C(\C#N)C(=O)NC(C)C)cc1	-1.8	4	2	-1	-0.4	3	1	93	6	1
COCCSc1nnc(NS(=O)(=O)c2ccc(C)cc2)s1	1.2	-2	-1	7	0.1	0	3	98	59*	1
Cc1ccc(S(=O)(=O)Nc2ccc3nc(N)sc3c2)cc1	0.2	-2	2	-1	0.1	-1	-3	106	9	-5
Cc1ccc(NS(=O)(=O)c2c(C(=O)N3CCCCCC3)c(C)n(C)c2C)c(C)c1	1.4	-2	1	2	-2.1	11	2	102	42	-4
COc1ccccc1C(=O)NC(=Nc1nc2ccccc2o1)NC(=O)c1ccccc1OC	1.8&-1.8	7&-13	2	2&5	-3.2&-2.4	16&14	-4&-3	127&100	3&12	-4&-8
COc1cccc(N(CC(=O)NCc2ccco2)C(=O)CCC(=O)Nc2nccs2)c1	-0.1	8	-4	1	-0.7	4	-13	94	-3	-4
CCC(=O)NC(=S)Nc1ccccc1OC	-0.7	2	-2	1	-1.5	7	-2	106	-1	-10
Cc1cccc(C(=O)N(C)c2nnc(-c3ccncc3)s2)c1	0.6	-7	11	-4	-2.7	15	-4	79	26	-2
Cc1cc2ccccc2c(=O)n1CC(=O)NCC(=O)N(C)C1CCCCC1	0.4	6	-4	-1	0.1	-1	-2	106	-8	5
Cc1ccc(C)c(NS(=O)(=O)c2ccc3oc(=O)ccc3c2)c1	-1.9	4	-2	0	-1.6	7	-5	93	5	-6
OCC1(CO)COC2(CCCC2)N1	1.7	5	.	0	-3.4	17	0	99	5	0
CN(Cc1nc(-c2cnccn2)no1)CC1CCN(Cc2ccccc2)CC1	-0.8	-3	1	-2	-3.1	16	-1	89	-5	-11
COCCNC(=O)C(c1ccc(C)o1)N(Cc1ccccc1)C(=O)Cn1nnc2ccccc21 (centres undefined)	-0.5	4	41*	4	0.0	0	1	96	5	-3
Cc1ccc(C)c(-c2csc(N)c2C(=O)OC(C)C)c1	3.8	-2	.	3	3.4	-17	-4	86	7	-5
COc1ccc(C(=O)CC(=O)c2ccccc2O)cc1OC	0.9	-2	-1	-1	0.5	-3	-7	104	43	-8
CCc1nc(NCCc2ccccn2)c2nnn(Cc3ccccc3F)c2n1	-0.8	0	.	-4	-0.6	3	4	97	9	0
CC(=O)Nc1ccc(Nc2nc(-c3ccccc3)nc3ccccc23)cc1	2.4	-5	1	-1	1.0	-7	-6	99	5	5
Cc1cc(C(=O)N/N=C/c2cccc(OC(=O)c3cccc(Br)c3)c2)n[nH]1	-1.0	-1	5	0	-1.9	10	-2	103	-16	-3
CCOC(=O)C1=C(C)NC(C)=C(C(=O)OCC)C1c1ccc([N+](=O)[O-])s1	20	.	-2&-3	-2&-4	.	.	39*	106&94	-7	.
O=C(COC(=O)CCCN=C1NS(=O)(=O)c2ccccc21)NC(=O)NC1CCCC1	-1.3	-2	0	-1	-0.5	2	0	.	6	11
O=C(O)CCCCCNC(=O)C(=O)C1C(=O)Nc2ccccc21 (centres undefined)	9.3	-5	-1	-3	-2.7	15	4	98	4	-2
O=C(CCCNC(=O)c1ccc(Cl)cc1)OCc1cccc(Br)c1	-0.4	0	7	0	3.5	-18	1	112	26	-5
CCn1c(C)cc2c(c1=O)C(c1ccccc1Br)C(C#N)=C(N)O2 (centres undefined)	-0.5	11	1	8	-2.0	11	-2	116	-3	5
Cc1ccc(N2CCCn3c2cc(C)c(C#N)c3=O)cc1Cl	0.4	1	.	-11	-1.3	6	3	107	-1	0
Cn1c(C(=O)N(Cc2ccccc2)Cc2cccs2)cc2sccc21	1.2	-7	.	0	1.5	-8	0	97	2	2
Cc1cc(S(=O)(=O)N2CCCOC2CNC(=O)C(=O)NCc2ccco2)ccc1F (centres undefined)	-0.3	0	-5	-1	0.8	-6	1	104	19	-9
O=C(COc1nc2ccccc2nc1N1CCOCC1)NC1CCCCC1	0.4	-1	.	1	0.3	-2	-1	106	-6	-21
COC(=O)c1c(NC(=O)C2CCCCC2)sc2c1CCN(C(C)C)C2	-1.5	-2	16	-4	0.7	-4	1	103	10	5
N/C(=N\OC(=O)Cc1ccccc1)c1cccc(Br)c1	-0.1	2	3	-2	3.1	-15	6	90	-28	-6
CCN=C1S/C(=C\c2cn(CC)c3ccccc23)C(=O)N1CC	-1.5	2	-7	0	2.4	-11	-3	96	-8	-3
CCC(C(=O)NCc1ccco1)N(Cc1cccs1)C(=O)CNS(=O)(=O)c1ccccc1 (centres undefined)	-0.8	1	-3	2	-1.8	9	0	99	55*	1
Cc1nc2oc(C(=O)c3ccccc3)c(N)c2c2c1COC(C)(C)C2	0.3	18	.	0	2.0	-12	-9	101	2	-6
Brc1ccc(N=NNc2ccccc2)cc1	0.7	-2	16	-3	9.4	-47	-3	94	50	2
COc1ccccc1NS(=O)(=O)c1cc(C(=O)NCc2ccncc2)ccc1C	1.0	-1	1	-2	-3.0	14	-4	98	-3	-6
COC(=O)CSc1nc(N2CCOCC2)c2c(c1C#N)CCCC2	-4.3	0	-1	-1	-0.9	5	-1	108	2	-3
Cc1c(C(=O)O)sc2nc(SCC(=O)Nc3ccc(S(=O)(=O)NCCCC(=O)O)cc3)[nH]c(=O)c12	-2.2	3	-1	2	0.0	0	-1	110	0	-19
CC1CN(C(=O)COC(=O)c2ccc(Cl)c(N)c2)CC(C)O1 (centres undefined)	-1.9	5	1	-4	-3.3	18	-5	96	1	3

Six records picked at random from those above, as already listed:
SMILES	LANA DNA inh	cardiac RTF act	Wnt act	V-ATPase pH	MOR-DOR ag	MOR-DOR inv ag	Keap1-Nrf2 PPI	DSG3 Ab inh	Arr AP2 block	Cardiac RTF inh
Cc1nc2oc(C(=O)c3ccccc3)c(N)c2c2c1COC(C)(C)C2	0.3	18	.	0	2.0	-12	-9	101	2	-6
COC(=O)CSc1nc(N2CCOCC2)c2c(c1C#N)CCCC2	-4.3	0	-1	-1	-0.9	5	-1	108	2	-3
CC1CN(C(=O)COC(=O)c2ccc(Cl)c(N)c2)CC(C)O1 (centres undefined)	-1.9	5	1	-4	-3.3	18	-5	96	1	3
COC(=O)c1c(NC(=O)C2CCCCC2)sc2c1CCN(C(C)C)C2	-1.5	-2	16	-4	0.7	-4	1	103	10	5
Cc1ccc(N2CCCn3c2cc(C)c(C#N)c3=O)cc1Cl	0.4	1	.	-11	-1.3	6	3	107	-1	0
Cc1c(C(=O)O)sc2nc(SCC(=O)Nc3ccc(S(=O)(=O)NCCCC(=O)O)cc3)[nH]c(=O)c12	-2.2	3	-1	2	0.0	0	-1	110	0	-19

Results in Arr AP2 block, Cardiac RTF inh and LANA DNA inh (2 entries from above):
| Molecule | Arr AP2 block | Cardiac RTF inh | LANA DNA inh |
| --- | --- | --- | --- |
| O=C(O)CCCCCNC(=O)C(=O)C1C(=O)Nc2ccccc21 (centres undefined) | 4 | -2 | 9.3 |
| O=C(CCCNC(=O)c1ccc(Cl)cc1)OCc1cccc(Br)c1 | 26 | -5 | -0.4 |
